# Compound activity: PubChem BioAssay, several laboratories
# PDI inh: inhibitors of human PDI, primary screen, biochemical, turbidity, single point, plate reader; hit rate 0.052% among 350,000; Protein disulfide-isomerase (Homo sapiens), P07237; inhibition, % at 10 µM; AID 588391, 2011; PDI insulin aggregation turbidity, A650, 90 min;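 active = mean inhibition across replicates of 30% or more, whatever share of single replicates reach that level; inconclusive = mean inhibition below 30% while every single replicate reaches 30%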;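 note: absorbance from insulin aggregation driven by PDI reduction with DTT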
# NR2E3 ag-1: inhibitors of NR2E3-RetCOR corepressor binding, primary screen, NR2E3 agonist project, biochemical, TR-FRET, GST-NR2E3, biotin-RetCOR. 1536-well. inhibition of corepressor binding, % at 4.78 µM. hit rate 0.12% among 320,000. AID 2300, 2010;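 active = percent inhibition above the cutoff of mean plus 3 SD of all tested compounds, set per screening campaign, cut at about 20% in these data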;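 note: 0% = DMSO wells and 100% = biotin wells as full block of FRET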
# Target sequence (Q9Y5X4 whole entry, looked up): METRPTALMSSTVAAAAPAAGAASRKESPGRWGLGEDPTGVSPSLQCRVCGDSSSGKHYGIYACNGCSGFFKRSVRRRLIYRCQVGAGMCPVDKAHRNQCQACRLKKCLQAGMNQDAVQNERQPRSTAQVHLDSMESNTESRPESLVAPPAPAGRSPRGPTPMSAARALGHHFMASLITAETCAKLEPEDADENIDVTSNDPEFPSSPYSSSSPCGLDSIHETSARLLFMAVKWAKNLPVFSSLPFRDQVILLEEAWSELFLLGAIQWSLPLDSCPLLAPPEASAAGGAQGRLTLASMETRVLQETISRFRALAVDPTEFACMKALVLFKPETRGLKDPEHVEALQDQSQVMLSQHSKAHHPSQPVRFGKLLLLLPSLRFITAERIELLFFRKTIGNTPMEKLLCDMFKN
#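 Material: NR2E3–RetCOR corepressor complex / Amount: 1.35 nM GST-NR2E3 / Medium: Tris pH 7.5 / Compound: single nominal compound dose of 4.8 µM / Incubation: 5 h at 4 °C / Technique: TR-FRET, Eu(K)-anti-GST donor, streptavidin-D2 acceptor, ex 340, em 617/671 nm / Read-out basis: percent loss of FRET ratio relative to control wells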
# HTR2A ag: mouse Htr2a agonists via beta-arrestin recruitment, primary screen, cell-based, luminescence; 5-hydroxytryptamine receptor 2A (Mus musculus), P35363; hit rate 0.66% among 360,000; CHO-K1 mHTR2A beta-arrestin complementation; percent of 30 µM serotonin response; activation, % at 7.6 µM;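 active = activation above a run cutoff, the mean activation of all tested compounds plus 3 SD, cut at about 14% in these data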;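 note: 0% = plate median of compound wells and 100% = 30 µM serotonin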
# Target sequence (P35363 whole entry, looked up): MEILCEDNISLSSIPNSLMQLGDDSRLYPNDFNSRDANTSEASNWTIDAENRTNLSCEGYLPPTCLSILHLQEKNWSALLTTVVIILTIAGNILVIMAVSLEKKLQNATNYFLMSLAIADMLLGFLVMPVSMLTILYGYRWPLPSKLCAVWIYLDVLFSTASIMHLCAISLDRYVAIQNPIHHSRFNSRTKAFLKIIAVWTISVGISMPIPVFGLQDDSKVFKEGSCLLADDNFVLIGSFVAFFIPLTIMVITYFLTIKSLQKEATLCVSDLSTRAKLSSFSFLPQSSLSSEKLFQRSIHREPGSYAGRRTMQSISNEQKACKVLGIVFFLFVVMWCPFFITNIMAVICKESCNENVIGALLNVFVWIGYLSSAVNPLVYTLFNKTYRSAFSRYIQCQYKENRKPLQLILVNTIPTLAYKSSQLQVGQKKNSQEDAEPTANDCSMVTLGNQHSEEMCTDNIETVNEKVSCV
# CaV13 ICDI inh: Primary screen for inhibitors of IQ motif and Ca2+-dependent inactivation inhibitor domain binding in CACNA1D, Förster resonance energy transfer in living cells, …. hit rate 0.098% among 340,000. AID 743397. inhibition, % at 12.3 µM. HEK cells, CFP/YFP FRET ICDI-IQ, plate reader, 10 min; percent FRET-ratio fall versus neutral wells;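 active = mean replicate inhibition of at least 30% and at least 1% of replicates passing that level; inconclusive = only one of the two criteria is met; inactive = neither criterion is met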;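 note: 0% = median of the neutral control wells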
# NR2E3 ag-2: NR2E3 agonists in two-hybrid cells, primary screen, cell-based, luminescence, CHO-S, Gal4-NCOR/VP16-NR2E3; Photoreceptor-specific nuclear receptor (Homo sapiens), Q9Y5X4; luciferase; inhibition of corepressor binding, % at 3.98 µM; hit rate 0.35% among 360,000; AID 602229, 2012;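 active = inhibition above the mean of all tested compounds plus 3 SD, cut at about 70% in these data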;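 note: 0% = DMSO with NR2E3 transfected cells and 100% = cells lacking NR2E3 construct; higher means lower luciferase signal from less NR2E3 corepressor binding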
# Cardio protect: cardioprotection against H2O2-induced cell death, primary screen, uHTS, H9c2 cells, ATPLite luminescence. H9c2 cardiomyocytes, H2O2 injury protection, 2 h. protection from H2O2 cell death, % at 20 µM. hit rate 0.63% among 360,000. AID 588492, 2011;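 active = compounds giving at least 50% protection of heart cells from peroxide-induced death in the single-dose screen, raw or plate-pattern-corrected value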;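 note: 0% = DMSO wells with peroxide and 100% = DMSO wells without peroxide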
# HIF-2a inh: HIF-2a reporter inhibitors, primary screen, luminescence, 786-0 RCC cells. AID 624352, 2012. inhibition, % at 18.8 µM. 786-0 RCC cells HIF-2a reporter, luciferase luminescence, overnight. hit rate 0.72% among 360,000;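 active = inhibition of the luminescence signal of 40% or more relative to plate controls, in a single-dose primary screen at 18.75 µM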
# Peg3 prom inh: Peg3 promoter-driven luciferase inhibitors, primary screen, cell-based, HeLa, luciferase luminescence | hit rate 1.7% among 360,000 | inhibition, % at 20 µM | HeLa PEG-Prom luciferase reporter, overnight | AID 588405, 2011;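 active = inhibition of at least 50% at 20 µM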
# hiPSC survival: enhancers of single-cell hiPSC survival, primary screen, ATPlite luminescence; hit rate 0.044% among 360,000; 100% = ROCK inhibitor wells, 0% = DMSO; survival enhancement, % at 20 µM; in the data active = survival enhancement above about 18%;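 note: cells exposed to compounds for 16 hours before the ATP read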
# Shn3 3UTR inh: reduction of Shn3 3'UTR firefly luciferase signal, primary screen, Schnurri-3 inhibitor project, cell-based, Clone20 osteoblasts, set 2; Clone20 osteoblast Shn3 3'UTR firefly luciferase, 24 h; inhibition, % at 12.5 µM; hit rate 0.52% among 360,000; AID 588674, 2011;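 active = mean inhibition of at least 75% with every replicate also reaching 75%; inconclusive = mean inhibition at least 75% but some replicate below; inactive = mean inhibition below 75%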;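 note: 0% = median of neutral control wells and 100% = pilot-screen positive control compound; some compounds past the cut are filed as inactive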
# MITF TRPM1 inh: inhibitors of MITF-dependent TRPM1 promoter reporter, primary screen, cell-based, SK-MEL-5, single point, luciferase. hit rate 0.83% among 330,000. SK-MEL-5 TRPM1 promoter luciferase, 24 h. AID 488899, 2010. inhibition, % at 12.5 µM;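 active = mean inhibition across replicates of 60% or more, whatever share of single replicates reaches that level; inconclusive = some that reach 60%, reason not given; inactive = mean inhibition across replicates below 60%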; note: values of inactives mirror those of a sister screen read the other way
# An asterisk follows results filed as active; ? = inconclusive; / = no result given. Compounds were not picked by outcome. About 3.9% of those tested had a hit in this group.
SMILES,PDI inh,NR2E3 ag-1,HTR2A ag,CaV13 ICDI inh,NR2E3 ag-2,Cardio protect,HIF-2a inh,Peg3 prom inh,hiPSC survival,Shn3 3UTR inh,MITF TRPM1 inh
CC(O)C(NS(=O)(=O)c1ccc(Cl)cc1)C(=O)OCc1cc([N+](=O)[O-])cc2c1OCOC2 (stereo not drawn),-1,2,5,12,12,-4,14,1,-0.2,-2,-4
COc1ccc(S(=O)(=O)N(C)CC(=O)NCCN2CCOCC2)cc1Cl,-9,-3,1,-4,-9,-1,11,9,0.4,-1,-2
COc1ccccc1C(=O)NC(=O)CSc1nnnn1C,-6,/,6,-3,5,16,7,-10,-0.6,56,4
CC(C)c1ccc(NC(=O)CSc2nc(=O)n(CCN3CCOCC3)c3c2CCC3)cc1,-5,2,-8,-11,-23,-1,28,3,-0.2,-3,7
CCOC(=O)c1ccc(NC(=S)Nc2ccc(C)cc2)cc1,0,1,7,-5,-3,-7,-22,-38,-0.9,-17,4
CN(CC(=O)N1CCN(c2ccccc2)CC1)S(=O)(=O)c1cccs1,12,1,0,28,-26,-2,-68,-70,0.6,-12,-15
CC(O)(c1cccc(F)c1)c1nc(-c2ccccc2)cs1 (stereo not drawn),-7,/,2,-7,24,-12,2,18,0.3,69,/
Cc1noc(NS(=O)(=O)c2ccc(NC(=O)C(C)C)cc2)c1C,3,1,1,-5,4,-1,18,-1,0.6,-52,-7
N#C/C(=C\c1ccc(C#N)cc1)C(=O)c1ccccc1,2,/,-3,-19,-7,-2,14,5,0.1,-10,-10
CCOC(=O)C1=C(CC)Nc2ccccc2N=C1NC(=O)c1cc(C)on1,2,4,3,-5,-11,29,13,7,-0.3,-4,10
NC1=NC[C@H](Cc2ccc(O)cc2)N1CCC12CC3CC(CC(C3)C1)C2,20,-1,4,-10,-5,-7,7,-13,-0.6,27,11
COc1cc(-c2nccc3cc4c(cc23)OCO4)cc(OC)c1OC,2,/,4,-5,-23,4,7,8,2.8,-7,7
Cc1nc(NC(=O)COC(=O)c2cccs2)c(Cl)cc1Cl,-2,/,-3,-5,-23,-2,7,-15,-0.1,3,-11
CC(=O)N1NC(=Nc2ccccc2)SC1(C)C,5,0,2,-2,16,-30,18,5,-0.1,31,8
CC(C)CSc1nc2ccccc2[nH]1,-3,0,-1,0,-18,-8,-213,-136,-1.5,-36,-59
COc1ccc(NC(=O)C2CCN(S(=O)(=O)c3ccc4c(c3)NC(=O)C(C)S4)CC2)cc1 (stereo not drawn),-11,0,-3,-5,4,1,-1,12,-0.4,71,12
Cc1cc(N(C)C)ccc1[N+](=O)[O-],-4,-2,-3,-5,-16,-3,2,-15,3.2,7,5
S=C(NCCCc1ccccc1)Nc1ccccc1Cl,4,-2,-4,-5,2,-8,-14,-12,-0.5,-55,0
CCOc1ccc(-n2c(SCc3nc(-c4ccc(C)cc4)no3)nnc2-c2ccncc2)cc1,5,-1,2,-2,18,-4,-1,49,2.4,8,0
COc1ccc(OC)c(NC(=O)COc2ccc(S(=O)(=O)NC(C)C)cc2)c1,-3,5,-3,/,-1,-5,7,17,-0.5,2,1
O=C1CC(=O)N2N=C(c3ccc([N+](=O)[O-])cc3)SC2=N1,2,-2,-1,-5,-12,2,6,0,-0.9,-20,-10
CCCCCC(=O)N1C[C@@H](O)[C@H](n2cc(COC(=O)c3ccccc3)nn2)C[C@@H]1c1ccc(C)cc1,15,/,7,-3,-14,-6,0,24,1.8,-8,/
CCCOC(=O)c1ccc(NC(=O)C2CCCO2)cc1 (stereo not drawn),-4,1,4,-4,-58,-3,-145,-186,-1.0,-92,-72
O=C(Nc1cccc(Cl)c1Cl)c1cc(S(=O)(=O)NCCc2ccccc2)ccc1F,-6,0,-2,-5,0,-10,11,17,1.1,-7,-6
CCOC(=O)c1ccc(-n2[nH]c(-c3ccccc3)cc2=O)cc1,6,0,3,-9,1,-12,-19,-22,-0.9,-18,-3
COc1cc(C(=O)Nc2cc(S(=O)(=O)N3CCOCC3)ccc2N2CCN(C)CC2)cc(OC)c1OC,1,/,1,-6,2,2,5,-12,-0.1,-10,-20
Cc1cc(C)nc(-n2nc(C)cc2Nc2ccccc2)n1,-1,-3,2,0,111*,10,12,24,3.1,12,17
Cc1ccccc1-c1nnc(SCCOc2ccc3c(C)cc(=O)oc3c2)o1,2,2,-1,/,-15,-7,-31,9,-1.3,-7,-3
O=C(O)c1sccc1Oc1ccc(NS(=O)(=O)c2ccccc2)cc1,22,3,3,-19,3,2,16,-3,-0.2,-26,-1
O=C(COC(=O)Cn1cnc2ccccc21)Nc1cccc(S(=O)(=O)N2CCOCC2)c1,9,3,-2,1,-24,3,13,0,-1.7,9,6
CC(=O)c1ccc(-c2cccs2)s1,3,0,-5,9,-6,-4,-124,-52,0.0,-5,-46
O=C(Oc1ccccc1)N1CCN(c2ccc(F)cc2)CC1,15,-3,-3,-5,-5,-10,-8,-19,-0.6,13,-11
COc1ccc(-c2cc(NC=O)c3ncc(-c4cccc(C(C)=O)c4)n3c2)cc1,-33,/,-3,-6,5,65*,-33,28,8.6,9,/
CCOC(=O)N1CCN(C(=O)c2c(-c3c(Cl)cccc3Cl)noc2C)CC1,4,-1,2,-6,5,2,7,9,0.2,2,-13
CC(CCC(=O)O)C1CCC2C3CCC4C[C@H](O)CCC4(C)C3CC(=O)C12C (stereo partly drawn),4,-1,-11,-17,4,6,14,-145,1.5,-7,-3
CN1OC[C@@H]2CN(C(=O)CCc3ccccc3)[C@H](c3cccc(-c4ccccc4)c3)C[C@@H]21,19,/,-3,-8,-24,13,-2,0,2.2,-11,3
Cn1c(=O)c(=O)n(C)c2cc(S(=O)(=O)CCC(=O)Nc3cccc(C(F)(F)F)c3)ccc21,3,1,5,-2,-14,2,9,-8,-0.1,4,-4
Cn1c(/C=C/c2ccc(Cl)cc2Cl)c([N+](=O)[O-])c(=O)n(C)c1=O,-13,1,-1,-3,-23,-2,69*,103*,-0.3,?,/
CC(=O)N(C)c1ccc(NC(=O)C(F)(F)F)cc1,-6,1,10,-11,2,4,-9,14,-1.0,4,11
Clc1ccc(COc2ccccn2)cc1Cl,-3,-1,-1,-7,-18,6,18,2,0.5,19,13
Cc1ccc(F)cc1CNC(=O)C1CCC(=O)N(C2CC2)C1 (stereo not drawn),-8,5,7,-5,13,-3,-11,4,0.0,3,0
CCC(CC)C(=O)Nc1nnc(S(=O)(=O)N2CCCC2)s1,-5,0,7,-9,18,0,7,4,1.0,-14,-3
COC(=O)N1CCCCC1c1cc(C(=O)NCc2ccc(Cl)c(Cl)c2)no1 (stereo not drawn),3,/,2,-5,-10,-9,12,17,2.4,3,/
COc1ccc2c(CCNC(=O)c3ccco3)c[nH]c2c1,-8,1,6,-9,-21,2,-168,-73,-1.3,-68,-16
O=C(c1cc(-c2cccc(O)c2)on1)N1CCCC1,-5,-1,-2,-7,-94,-10,-167,-196,-0.6,-47,-17

# A second format for some results above.
> COc1ccc(NC(=O)C2CCN(S(=O)(=O)c3ccc4c(c3)NC(=O)C(C)S4)CC2)cc1 (stereo not drawn)
  PDI inh: -11
  NR2E3 ag-1: 0
  HTR2A ag: -3
  CaV13 ICDI inh: -5
  NR2E3 ag-2: 4
  Cardio protect: 1
  HIF-2a inh: -1
  Peg3 prom inh: 12
  hiPSC survival: -0.4
  Shn3 3UTR inh: 71
  MITF TRPM1 inh: 12

> Cc1cc(N(C)C)ccc1[N+](=O)[O-]
  PDI inh: -4
  NR2E3 ag-1: -2
  HTR2A ag: -3
  CaV13 ICDI inh: -5
  NR2E3 ag-2: -16
  Cardio protect: -3
  HIF-2a inh: 2
  Peg3 prom inh: -15
  hiPSC survival: 3.2
  Shn3 3UTR inh: 7
  MITF TRPM1 inh: 5

# Later entries.
SMILES,PDI inh,NR2E3 ag-1,HTR2A ag,CaV13 ICDI inh,NR2E3 ag-2,Cardio protect,HIF-2a inh,Peg3 prom inh,hiPSC survival,Shn3 3UTR inh,MITF TRPM1 inh
CN(C)c1ccc([N+](=O)[O-])cc1C(=O)O,-1,-1,2,-5,-8,5,28,-1,0.2,-29,-5
Cc1ccc(NCc2nnc(SCCN3CCCCC3)n2CC2CCCO2)cc1Cl (stereo not drawn),25,3,-6,-5,13,1,18,5,2.0,5,-11
COc1ccccc1N1CCN(C(=O)Nc2ccc([N+](=O)[O-])cc2)CC1,-16,-1,-2,-6,0,1,11,11,2.8,11,6
O=C(NC(C(=O)N/N=C/c1cccc2ccccc12)c1n[nH]c(=O)c2ccccc12)c1ccccc1 (stereo not drawn),-10,-3,-3,/,-2,16,5,22,5.9,-8,11
COc1cccc(N2C(C(C)=O)=NN(c3ccccc3)C2c2ccc(N3CCOCC3)cc2)c1 (stereo not drawn),4,-1,-3,-5,-51,-8,-122,-101,-0.8,-76,-17
Cc1cc(C)c2nc(NNC(=O)c3ccc(S(=O)(=O)N4CCc5ccccc5C4)cc3)sc2c1,/,0,0,-7,-46,34,2,75*,0.2,93*,78*
CC1(C(=O)Nc2ccccc2)Cc2c(-c3cccc(C(N)=O)c3)ccnc2O1 (stereo not drawn),2,/,2,-5,4,7,5,1,3.8,7,/
CCOC(=O)c1cnc(SC)nc1N1CCCC1,14,5,0,5,14,-4,10,5,-1.4,8,-9
CC(C(=O)Nc1ccc2c(c1)OCCO2)N1CCN(C(=O)c2ccco2)CC1 (stereo not drawn),-1,0,5,/,-14,4,11,7,3.5,1,0
Cc1cccc(CCNC(=O)C2CCCN(c3cnccn3)C2)c1 (stereo not drawn),-4,3,0,-3,-21,6,0,-3,0.0,9,2
COc1cc(/C=N/NC(=O)c2ccncc2)ccc1Oc1ccc([N+](=O)[O-])cn1,7,5,-1,1,-2,13,11,22,3.9,15,2
Cc1ccc(C(=O)N/N=C/c2c[nH]c3ccccc23)o1,-1,2,5,-5,-37,-3,-111,-106,-0.5,-55,6
Cc1ccccc1S(=O)(=O)Nc1nc2ccccc2nc1N1CCOCC1,-5,-6,5,-2,-46,7,12,6,4.4,-3,-3
C=C(C)C1CC=C(C)/C(=N/NC(=O)CNc2ccc(OCC)cc2)C1 (stereo not drawn),-2,1,-5,-8,-4,-5,-2,13,2.4,5,-2
